Screening data as filed in PubChem BioAssay.
CYP2C19 act = increases human CYP2C19 enzyme activity; AID 1025; activation factor at 5 µM; 96,000 tested, under 10 active; recombinant CYP2C19, luciferin-H EGE luminescence; active compounds read high; 0 = fully inhibited enzyme, 1 = untreated enzyme; P33261;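 active means activation factor of at least 2 at 5 µM in the primary screen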;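 further: 0 = wells with 2.5 mM tranylcypromine and 1 = vehicle-only wells; values of inactives mirror those of a sister screen read the other way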
IL1B cytotox = toxic to HUVEC cells under IL-1B stimulation | HUVEC cell count loss, Hoechst imaging, IL-1B stimulated | cell count reduction, % at 2 µM | 94,000 compounds, 0.41% hits | AID 845;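 active means cell count reduction more than 3 SD above the screen-wide mean, cut at about 70% in these data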;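 further: normalized per plate to untreated control cells as the no-loss baseline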
HUVEC tox TNFa = toxic to HUVEC cells under TNF alpha stimulation; HUVEC TNFalpha-stimulated, Hoechst cell count, imaging; cell count reduction, % at 2 µM; 93,000 compounds, 0.17% hits;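 active means cell count reduction exceeding the screen mean by over 5 SD, scaled to untreated wells per plate, cut at about 78% in these data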;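 further: cells counted after 24 h of TNF alpha exposure following the 1 h pretreatment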
CYP2C19 inh = blocks human cytochrome P450 2C19; P33261; CYP2C19 Supersomes, luciferin-H EGE luminescence, 30 min; inhibition, % at 5 µM; 96,000 compounds, 21% hits; AID 778;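 active means CYP2C19 inhibition above a set limit at 5 µM in the primary screen, cut at about 50% in these data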;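 further: plate controls were negative control wells for no effect and 2.5 mM tranylcypromine positive control for full effect; values of inactives mirror those of a sister screen read the other way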
Calb biofilm kill = kills Candida albicans biofilms; C. albicans biofilm + clotrimazole, Alamar Blue; inhibition, % at 6 µM; 85,000 compounds, 0.14% hits;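 active means inhibition above 20%; inactive means inhibition below 20%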;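 further: preformed 24 hr biofilms exposed to compound for 48 hr; 0% = biofilm without compound and 100% = blank killed by clotrimazole plus chlorhexidine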
CYP2C9 activ = CYP2C9 (human) activation | P11712 | recombinant CYP2C9, luciferin-H conversion, luminescence; active compounds read high; factor 1 = untreated enzyme, 0 = blocked | activation factor at 5 µM | 96,000 compounds, 1.4% hits;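 active means activation factor of 2 or more for CYP2C9 at a 5 µM dose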;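 further: 0 = sulfaphenazole-blocked wells and 1 = vehicle-only wells; values of inactives mirror those of a sister screen read the other way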
Target sequence (P11712 whole entry, looked up): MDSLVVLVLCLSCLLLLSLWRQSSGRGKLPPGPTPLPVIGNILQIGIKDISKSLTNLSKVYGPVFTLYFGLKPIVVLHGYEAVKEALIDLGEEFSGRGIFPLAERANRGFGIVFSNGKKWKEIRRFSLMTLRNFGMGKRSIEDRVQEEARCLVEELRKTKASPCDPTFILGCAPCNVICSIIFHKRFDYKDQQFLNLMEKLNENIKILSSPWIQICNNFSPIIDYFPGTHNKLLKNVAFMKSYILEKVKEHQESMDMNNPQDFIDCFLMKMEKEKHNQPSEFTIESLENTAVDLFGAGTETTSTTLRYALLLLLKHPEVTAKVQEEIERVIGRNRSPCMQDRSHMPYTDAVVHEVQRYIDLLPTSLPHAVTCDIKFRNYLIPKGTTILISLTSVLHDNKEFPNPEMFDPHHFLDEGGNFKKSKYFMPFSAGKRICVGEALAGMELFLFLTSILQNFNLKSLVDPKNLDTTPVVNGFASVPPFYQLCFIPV
CYP2C9 inh = inhibitors of human CYP2C9; 96,000 compounds, 20% hits; P11712; CYP2C9 Supersomes, luciferin-H conversion, luminescence; AID 777; inhibition, % at 5 µM;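 active means blocking of liver enzyme CYP2C9 beyond about 50% at 5 µM, limit read from the data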; further: values of inactives mirror those of a sister screen read the other way
hDAT+cocaine = modulates human dopamine transporter uptake under cocaine; LLC-PK1 hDAT cells, [14C]-dopamine uptake with cocaine IC80; actives deviate in either direction; B-score at 10 µM; 110,000 compounds, 1.3% hits; AID 449768;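 active means Z score or B-score, a plate-position-corrected score, falls beyond the plate's 99.7% confidence bounds, in either direction; inactive means both scores lie inside the 99.7% bounds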;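 further: scored against the spread of the other compound wells on the same plate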
VCAM1 TNFa inh = reduces TNF alpha induced VCAM1 expression in HUVEC; HUVEC TNFa-induced VCAM-1 immunofluorescence, high-content imaging; inhibition, % at 2 µM; 95,000 compounds, 0.48% hits;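 active means inhibition above the batch mean plus 3 SD, with images confirmed as a hit by eye, cut at about 37% in these data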;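 further: 0% = TNF-stimulated DMSO wells and 100% = unstimulated control wells; not every result past the cut was called active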
The depositor's hits bear a star; / = no result given.

SMILES | CYP2C19 act | IL1B cytotox | HUVEC tox TNFa | CYP2C19 inh | Calb biofilm kill | CYP2C9 activ | CYP2C9 inh | hDAT+cocaine | VCAM1 TNFa inh
Cc1cc(C(=O)NCCCN2CCN(C3CCCCC3)CC2)n(-c2ccccc2)n1 | 1.1 | -53.3 | -14.7 | -12.5 | 1.8 | 1.1 | -6.5 | -0.984 | 14.6
CCCCCCSC1=C(C#N)C(c2ccccc2)CC(=O)N1 (stereo unspecified) | 0.8 | -2.9 | -14.6 | 23.0 | 6.7 | 0.8 | 18.3 | 0.0842 | 11.2
CSc1nc(-c2ccccc2)nc(N)c1C(C)=O | 0.6 | -3.8 | 1.5 | 38.4 | 1.8 | 0.4 | 62.7* | / | -12.2
Cc1cc(C)nc(N(C#N)S(=O)(=O)c2ccc(Br)cc2)n1 | 0.9 | -18.8 | / | 5.4 | 3.4 | 1 | 3.4 | / | -13.3
COc1cccc(N2C(=O)CC(Nc3ccc(N4CCOCC4)cc3)C2=O)c1 (stereo unspecified) | 1 | -6.1 | 1.7 | -2.2 | 1.4 | 1 | -4.1 | -0.409 | 21.5
O=C1CCCc2nc(N3CCN(c4ccccc4)CC3)ncc21 | 0.8 | -38.9 | -26.9 | 22.1 | 7.5 | 0.9 | 10.1 | -0.0437 | 12.5
COc1ccc(-n2c(SCC(=O)Nc3ccccc3)nnc2-c2ccoc2C)cc1 | / | 1.5 | -14.8 | / | -1.1 | / | / | 0.563 | -1.3
Nc1cc(=O)[nH]c(SCc2cccc(Cl)c2)n1 | 1.1 | -66.4 | -12.1 | -9.5 | 4.0 | 1.1 | -12.7 | -0.808 | -11.8
CC(Oc1ccccc1Cl)C(=O)N(Cc1ccco1)C1CCS(=O)(=O)C1 (stereo unspecified) | 0.7 | / | / | 33.1 | -1.6 | 1.1 | -12.0 | -1.28 | /
O=C(NCc1ccccc1)C1COc2ccccc2O1 (stereo unspecified) | / | 9.4 | / | / | 6.1 | / | / | 0.228 | -16.2
CC(=O)c1ccc(N2CCN(C(=O)CCS(=O)(=O)c3ccc(C)cc3)CC2)cc1 | 0.8 | / | / | 21.1 | 11.3 | 1.1 | -7.0 | -0.00188 | /
CC1CCN(C(=O)CN(c2ccc(Oc3ccccc3)cc2)S(C)(=O)=O)CC1 | 0.7 | / | -17.0 | 28.4 | 10.4 | 0.5 | 50.7* | 1.04 | 8.4
O=C(Nc1ccc2c(c1)OCCO2)c1ccco1 | 0.9 | 0.8 | -12.7 | 10.8 | / | 1 | 2.3 | 1.24 | 5.6
O=C(CNC(=O)Cc1ccccc1)NCC(=O)OCC(=O)c1cccc2ccccc12 | 0.8 | -16.7 | -12.1 | 22.5 | / | 3.6* | -256.6 | -0.0827 | 26.3
CC(=O)c1cccc(NC(=O)c2cc(-n3cnnc3)ccc2Cl)c1 | 1.1 | 6.9 | -3.3 | -12.5 | -5.6 | 1.1 | -14.2 | 0.354 | 6.8
C=CCOC(=O)COc1ccc2c(C)c(C)c(=O)oc2c1 | 0.4 | / | / | 55.4* | 6.3 | 1.4 | -41.7 | -0.5 | /
O=C(c1ccccc1NS(=O)(=O)c1ccc2c(c1)OCCO2)N1CCOCC1 | / | 20.4 | -10.5 | / | 5.9 | / | / | -0.181 | 0.6
CC(C)(Oc1cccc2ccccc12)C(=O)O | 1 | -13.4 | -7.4 | 4.7 | -3.6 | 1 | 4.0 | -0.00805 | 3.0
C/C(=N\OC(=O)NC(C)C)c1sc(-c2ccccc2)nc1C | 1 | 7.8 | -11.8 | -1.6 | / | 0.8 | 16.9 | 0.496 | -3.1
Cc1cc(C)c(NS(=O)(=O)c2ccc(Cl)c(C(=O)O)c2)c(C)c1 | 1 | 11.4 | 10.4 | 1.4 | 0.3 | 0.4 | 61.0* | 0.231 | 23.8
Cc1[nH]c2ccccc2c1C(=O)CNc1nccs1 | 1 | 2.3 | 11.4 | 0.0 | 4.4 | 1.1 | -6.8 | -0.0164 | -13.8
Cc1nc2ccccc2n1CC(=O)OCC(=O)NCCc1ccccc1 | 1.2 | 12.7 | -8.9 | -16.6 | -0.6 | 1.2 | -15.1 | 0.6 | -20.4
CCOC(=O)C(CCc1nnc(N)s1)C(=O)OCC | 0.9 | / | / | 10.0 | 3.7 | 0.8 | 18.8 | -0.423 | /
CC1(C)Cc2c(c(=S)nc(-c3ccccc3)n2CCO)CO1 | 0.9 | 0.0 | -20.7 | 7.8 | 4.5 | 1.2 | -21.8 | -1.43 | 5.3
CC(C)OC(=O)c1c2nc3ccccc3nc2n2c1[nH]c(=O)c1ccccc12 | 1.1 | -9.7 | -14.8 | -7.4 | 1.1 | 0.9 | 14.6 | -0.562 | 11.5

12 entries already listed, ordered by heavy-atom count, lowest first:
SMILES | CYP2C19 act | IL1B cytotox | HUVEC tox TNFa | CYP2C19 inh | Calb biofilm kill | CYP2C9 activ | CYP2C9 inh | hDAT+cocaine | VCAM1 TNFa inh
CSc1nc(-c2ccccc2)nc(N)c1C(C)=O | 0.6 | -3.8 | 1.5 | 38.4 | 1.8 | 0.4 | 62.7* | / | -12.2
CCOC(=O)C(CCc1nnc(N)s1)C(=O)OCC | 0.9 | / | / | 10.0 | 3.7 | 0.8 | 18.8 | -0.423 | /
O=C(NCc1ccccc1)C1COc2ccccc2O1 (stereo unspecified) | / | 9.4 | / | / | 6.1 | / | / | 0.228 | -16.2
Cc1cc(C)nc(N(C#N)S(=O)(=O)c2ccc(Br)cc2)n1 | 0.9 | -18.8 | / | 5.4 | 3.4 | 1 | 3.4 | / | -13.3
CCCCCCSC1=C(C#N)C(c2ccccc2)CC(=O)N1 (stereo unspecified) | 0.8 | -2.9 | -14.6 | 23.0 | 6.7 | 0.8 | 18.3 | 0.0842 | 11.2
O=C1CCCc2nc(N3CCN(c4ccccc4)CC3)ncc21 | 0.8 | -38.9 | -26.9 | 22.1 | 7.5 | 0.9 | 10.1 | -0.0437 | 12.5
CC(=O)c1cccc(NC(=O)c2cc(-n3cnnc3)ccc2Cl)c1 | 1.1 | 6.9 | -3.3 | -12.5 | -5.6 | 1.1 | -14.2 | 0.354 | 6.8
CC(Oc1ccccc1Cl)C(=O)N(Cc1ccco1)C1CCS(=O)(=O)C1 (stereo unspecified) | 0.7 | / | / | 33.1 | -1.6 | 1.1 | -12.0 | -1.28 | /
CC1CCN(C(=O)CN(c2ccc(Oc3ccccc3)cc2)S(C)(=O)=O)CC1 | 0.7 | / | -17.0 | 28.4 | 10.4 | 0.5 | 50.7* | 1.04 | 8.4
CC(=O)c1ccc(N2CCN(C(=O)CCS(=O)(=O)c3ccc(C)cc3)CC2)cc1 | 0.8 | / | / | 21.1 | 11.3 | 1.1 | -7.0 | -0.00188 | /
COc1ccc(-n2c(SCC(=O)Nc3ccccc3)nnc2-c2ccoc2C)cc1 | / | 1.5 | -14.8 | / | -1.1 | / | / | 0.563 | -1.3
O=C(CNC(=O)Cc1ccccc1)NCC(=O)OCC(=O)c1cccc2ccccc12 | 0.8 | -16.7 | -12.1 | 22.5 | / | 3.6* | -256.6 | -0.0827 | 26.3

Continuation:
SMILES | CYP2C19 act | IL1B cytotox | HUVEC tox TNFa | CYP2C19 inh | Calb biofilm kill | CYP2C9 activ | CYP2C9 inh | hDAT+cocaine | VCAM1 TNFa inh
COc1ccc(C(=O)Cn2nnc(-c3ccccc3NC(=O)C3CCCCC3)n2)cc1 | 0.8 | -2.9 | -24.0 | 18.7 | 2.2 | 0.1 | 85.4* | 0.139 | -3.9
CCn1c(SCC(=O)Nc2ccc(OCc3ccccc3)cc2)nnc1-c1ccco1 | 0.9 | / | / | 6.9 | 9.1 | 0.7 | 28.3 | 0.0213 | /
CN(C(=O)c1cccnc1)c1nnc(-c2cccnc2)s1 | 1 | / | / | -1.6 | 6.7 | 1 | 3.4 | -0.22 | /
Cc1nc(NCc2ccco2)c2c(C)c(C)sc2n1 | 0.2 | 17.8 | -9.3 | 77.0* | 5.0 | 0.2 | 82.0* | -1.04 | 17.3
CCOC(=O)c1ccc(NC(=O)CSc2nnc(COc3ccccc3)n2C)cc1 | 0.9 | / | -18.2 | 14.0 | 1.1 | 1 | 2.4 | -0.594 | -14.3
CC(=O)c1c(C)[nH]c(C(=O)NCCC2=CCCCC2)c1C | 0.9 | 8.8 | -9.9 | 14.3 | / | 0.7 | 33.8 | 1.36 | -15.9
